Bioassay records (PubChem)
RAM inhibit – inhibitors of the yeast RAM network; S. cerevisiae dse1pr::URA3 reporter, 5-FOA growth OD615, 2 d; analog-sensitive cbk1-as2 kinase mutant strain; inhibition, % at 50 µM; actives 1.8% (n = 190,000);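 active means inhibition above a set limit, 3 SD over mean compound inhibition, cut at about 8.4% in these data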;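 further: 0% = DMSO-only wells with no growth and 100% = 10 µM 1-NA-PP1 full growth; inhibition rescues growth on 5-FOA so higher OD means more RAM inhibition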
Lmaj promast – Leishmania major promastigote growth inhibition. actives 9% (n = 200,000). AID 1063. inhibition, % at 10 µM. Leishmania major promastigotes, resazurin fluorescence viability; in the data active means inhibition above about 50%;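 further: promastigotes grown with compound for 44 hours at 28 °C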
bIAP inh – intestinal alkaline phosphatase (bovine) inhibition. purified bovine IAP, CDP-star luminescence, 30 min. inhibition, % at 20 µM. 190,000 tested, under 10 active;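 active means over 50% inhibition of intestinal alkaline phosphatase at 20 µM in the single-dose screen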
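test system = bovine IAP enzyme | medium = DEA buffer 100 mM, pH 9.8, with MgCl2 1.0 mM, ZnCl2 0.02 mM | detection = luminescence | dosing = single compound dose of 20 µM, 2% DMSO final | incubation = 30 min reaction at room temperature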
FLuc inhib CS – counter-screen for luciferase assay inhibitors: firefly luciferase inhibition | P08659 | ATPLite firefly luciferase biochemical luminescence, 10 min | inhibition, % at 10 µM | actives 1.5% (n = 200,000) | AID 1006;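 active means inhibition above about 50% when tested at 10 µM, limit read from the data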
Target sequence (P08659 whole entry, looked up): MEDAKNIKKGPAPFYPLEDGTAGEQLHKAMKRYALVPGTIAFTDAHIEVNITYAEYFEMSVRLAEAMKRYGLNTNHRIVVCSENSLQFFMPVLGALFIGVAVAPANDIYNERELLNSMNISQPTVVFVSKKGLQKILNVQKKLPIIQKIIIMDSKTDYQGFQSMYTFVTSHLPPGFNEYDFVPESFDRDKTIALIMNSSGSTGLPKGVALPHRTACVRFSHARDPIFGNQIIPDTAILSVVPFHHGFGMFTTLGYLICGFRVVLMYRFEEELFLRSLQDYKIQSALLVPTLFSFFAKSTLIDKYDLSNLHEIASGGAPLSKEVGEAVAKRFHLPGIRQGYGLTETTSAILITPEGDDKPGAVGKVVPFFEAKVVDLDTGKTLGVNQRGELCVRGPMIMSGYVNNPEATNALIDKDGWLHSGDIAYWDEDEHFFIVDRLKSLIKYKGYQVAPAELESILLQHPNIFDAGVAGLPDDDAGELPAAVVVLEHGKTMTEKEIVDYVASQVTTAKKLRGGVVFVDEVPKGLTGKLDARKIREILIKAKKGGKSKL
TNAP inh no acc – TNAP (human) inhibition, acceptor-free conditions | actives 0.26% (n = 200,000) | P05186 | purified TNAP, CDP-star luminescence, 30 min | inhibition, % at 20 µM;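 active means tissue-nonspecific alkaline phosphatase inhibition above about 50% at 20 µM in the single-dose screen, limit read from the data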;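 further: 0% = DMSO negative control and 100% = EDTA positive control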
bIAP activator – increases bovine intestinal alkaline phosphatase activity | purified bovine IAP, CDP-star luminescence, 30 min; active compounds read high; fold of DMSO-control signal, blank-subtracted | actives 0.17% (n = 200,000) | activation factor at 20 µM;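 active means activation factor of 2 or more at 20 µM, a signal rise over negative controls twice the positive control's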
FLuc stim CS – affects firefly luciferase, flagging false hits in luciferase stimulation screens; 200,000 tested, under 10 active; activation factor at 10 µM; ATPlite luciferase biochemical, luminescence, 10 min; 0 = ATP-free wells, 1 = DMSO control; P08659; AID 1027;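 active means luciferase activation factor, scaled between plate controls, of at least 2 with compound at 10 µM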
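Material: luciferase plus luciferin reagent, cell-free. Medium: PBS buffer for ATP. Also added: ATP substrate, dispensed from a 10.24 µM working solution in PBS. Doses: test compounds dosed from 2 mM stocks in 100% DMSO. Incubation: 10 min post-reagent at room temperature. Technique: light output (luminescence). Read-out basis: luminescence gain marking luciferase activators.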
APP transl inh – APP translation inhibition. SH-SY5Y APP 5'UTR-luciferase reporter, luminescence. inhibition, % at 2 µM. actives 0.82% (n = 190,000);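 active means inhibition above a set limit, derived from the sample mean plus 3 SD, cut at about 45% in these data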; further: values of inactives mirror those of a sister screen read the other way
TNAP act hiacc – increases human TNAP activity under high phosphate acceptor concentration; activation factor at 20 µM; P05186; AID 1136; purified TNAP, CDP-star luminescence, 1 M DEA, 30 min; active compounds read high; 0 = EDTA background, 1 = DMSO-only activity; 200,000 tested, under 10 active;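 active means activation factor at least 2 at 20 µM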
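Test system – human TNAP · Doses – 20 µM single point · Incubation – 30 min, room temperature · Signal – luminescent substrate turnover signal · Read-out basis – activation factor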
TNAP inh hi DEA – blocks human TNAP under high phosphate acceptor concentration | P05186 | purified TNAP, CDP-star luminescence, 1 M DEA | inhibition, % at 20 µM | actives 0.03% (n = 200,000) | AID 1135;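 active means over 50% inhibition of tissue-nonspecific alkaline phosphatase at 20 µM in the single-dose screen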;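 further: plate controls were DMSO wells for no effect and EDTA-quenched wells as full inhibition for full effect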
Starred values were filed as active, the others as inactive; . = no result given.

SMILES | RAM inhibit | Lmaj promast | bIAP inh | FLuc inhib CS | TNAP inh no acc | bIAP activator | FLuc stim CS | APP transl inh | TNAP act hiacc | TNAP inh hi DEA
COc1ccccc1Cn1c(=O)c2ccccc2n2c(SCC(=O)N3CCCCC3)nnc12 | 1.0 | 9 | . | -4 | -13 | 0.2 | 1 | -4 | 1 | 1
CC1CN(c2ccc(Oc3ccccc3)cc2)c2nc3c(c(=O)[nH]c(=O)n3C)n2C1 (stereo not given) | 3.7 | -6 | 11 | 1 | 3 | 0.9 | 1 | -10 | 1 | 0
Cc1ccc(Sc2ncccc2COC(=O)NC(C)C)cc1 | 0.8 | 0 | -6 | -3 | -10 | 1.1 | 1 | -36 | 1 | -5
O=C(c1cc2cc(Br)cc(Br)c2oc1=O)N1CCCC1 | 4.3 | -11 | 30 | -1 | -2 | 0.7 | 1 | 2 | 1 | 2
O=C(C1CC1)N(CCc1ccccc1)Cc1nc2ccccc2c(=O)[nH]1 | 0.8 | -1 | 6 | -4 | -7 | 0.9 | 1 | 3 | 1 | 0
O=C(O)CC1S/C(=N/N=C/c2ccc(-c3ccccc3[N+](=O)[O-])o2)NC1=O (stereo not given) | 3.7 | 100* | 9 | 2 | 4 | 0.9 | 1 | . | 1 | 5
O=C(NCc1ccccc1)C(c1ccc(F)cc1)N(Cc1ccc2c(c1)OCO2)C(=O)Cn1nnc(-c2cccs2)n1 (stereo not given) | 5.1 | 6 | 6 | -9 | -11 | 0.9 | 1.1 | 8 | 1 | -3
COc1ccc(NS(=O)(=O)c2ccc(O)c(NC(=O)c3ccc(S(=O)(=O)N4CCCCCC4)cc3)c2)cc1 | 3.6 | 17 | 28 | -1 | 0 | 0.7 | 1 | -12 | 1 | -1
O=C(CSc1nncn1-c1ccccc1)NCc1cccs1 | 0.6 | -9 | 11 | -7 | -18 | 0.9 | 1.1 | 4 | 1.1 | -6
C=CCn1nc(-c2ccccc2)c(N2CCCCC2)cc1=O | 0.5 | 5 | -5 | -4 | -14 | 1 | 1 | 1 | 1 | -4
COc1cc([N+](=O)[O-])ccc1NC(=O)CN1CCN(C(=O)c2ccco2)CC1 | 2.0 | -2 | 4 | -4 | -8 | 1 | 1 | -23 | 1.1 | -6
Cc1nc2ccc(C(=O)OCc3ccccc3Br)cc2nc1C | 8.1 | 1 | 10 | -2 | 4 | 0.9 | 1 | -5 | 1.1 | -5
c1ccc(-c2noc(CSc3nnc(Cc4cccs4)n3-c3ccccc3)n2)cc1 | 4.5 | 65* | 4 | -5 | -7 | 1 | 1 | -36 | 1 | 0
CCCC(=O)N(CCc1ccc(OC)cc1)Cc1nc2ccccc2c(=O)[nH]1 | 0.9 | 0 | 4 | 0 | -16 | 1 | 1 | 12 | 1 | -5
CC(=O)Nc1ccc(S(C)(=O)=O)c(C)c1 | 0.1 | 5 | 17 | -4 | -4 | 0.8 | 1 | -24 | 1 | -3
COc1ccc(OCc2cccc(C(=O)Nc3cc(C)on3)c2)cc1 | 5.2 | 0 | 11 | 9 | -8 | 0.9 | 0.9 | -66 | 1 | -3
CN(c1ccc(C(=O)NCCSC(C)(C)C)cc1)S(=O)(=O)c1ccccc1 | 1.0 | 4 | 5 | -9 | -13 | 1 | 1.1 | -19 | 1.1 | -8
Cc1[nH]n(-c2ccccc2)c(=O)c1/C=N/N(C)c1ccccc1 | 4.6 | -6 | 9 | -4 | 3 | 0.9 | 1 | -14 | 1 | -1
Clc1ccccc1CN1CCN(/N=C/C=C\c2ccco2)CC1 | 1.6 | -3 | -10 | 2 | -5 | 1.1 | 1 | -16 | 1 | 0
CC(=O)CCc1c(C)c2cc(C)ccc2[nH]c1=O | 0.5 | 6 | 21 | -3 | -6 | 0.8 | 1 | -18 | 1 | 1
CCOC(=O)CC(=O)Nc1ccc(Br)cc1C(=O)O | -0.5 | -4 | 11 | 1 | -2 | 0.9 | 1 | 2 | 1 | 2
COc1cc(C2c3c(-c4cc(Cl)c(C)cc4O)n[nH]c3C(=O)N2Cc2cccnc2)ccc1O (stereo not given) | 1.4 | -1 | -4 | -6 | 1 | 1 | 1.1 | -6 | 1 | -1
Cc1ccc(NC(=O)C2CCCN2S(=O)(=O)c2ccc3c(c2)CCC(=O)N3)cc1Cl (stereo not given) | 1.9 | 15 | -4 | -4 | -9 | 1 | 1 | . | 1 | -3
O=C(NCc1ccccc1F)C1CCN(C(=O)c2sccc2-n2cccc2)CC1 | 1.0 | -1 | -3 | -7 | -10 | 1 | 1.1 | -14 | 1 | -3
COc1ccccc1-n1c(SCC(=O)NC(C)(C)C)nc(O)c(Cc2ccccc2)c1=O | -0.1 | -7 | -7 | -5 | -8 | 1.1 | 1.1 | -8 | 1 | 0
CC(C)OC(=O)CNc1n[nH]c(=S)[nH]c1=O | 0.0 | -14 | -7 | 1 | -8 | 1.1 | 1 | 5 | 1 | 2
CCc1ccc(NC(=S)Nc2cc(OC)c(NC(=O)C(C)C)cc2OC)cc1 | -0.2 | 2 | 9 | 1 | -3 | 0.9 | 1 | -6 | 1 | 0
COc1cc(C(=O)ON=C2C(C)=CC(=O)C=C2C)cc(OC)c1OC | 1.4 | 74* | 16 | -8 | -18 | 0.8 | 1.1 | 5 | 1 | -3
COc1ccc(NC(=O)c2cc3c(-c4ccc(OC)c(OC)c4)nn(C)c3s2)cc1OC | 3.4 | 14 | -9 | 2 | 2 | 1.1 | 1 | . | 1.1 | -7
C/C(=N\Nc1cc(C)nc(-c2ccccc2O)n1)c1ccccc1 | 0.8 | 5 | -25 | 30 | -5 | 1.3 | 0.7 | 18 | 1 | -4
Cc1cc(C)n(-c2ccc(C(=O)Nc3cccc(S(=O)(=O)N4CCCC4)c3)cc2)n1 | 1.1 | 29 | 16 | -7 | -12 | 0.8 | 1.1 | 1 | 1 | -4
Cc1ccc(C(=O)N/N=C\c2c(C)nn(-c3ccccc3)c2Cl)cn1 | 2.9 | -1 | -5 | 51* | -19 | 1.1 | 0.5 | -20 | 1 | 1
Cc1nc(-c2ccc(NC(=O)c3ccccc3Br)cc2)cs1 | 4.7 | 71* | 5 | 45 | 0 | 1 | 0.5 | -79 | 1 | 1
COCCN1Cc2cccc(C(=O)NCC3CCN(CC(C)C)C3)c2C1=O (stereo not given) | 1.1 | 3 | -6 | -4 | -14 | 1.1 | 1 | -26 | 1 | -4
COc1ccccc1NC(=O)c1csc2c1CCCC2 | -1.3 | 0 | 12 | -2 | -8 | 0.9 | 1 | -16 | 1 | -4
COCCCn1c(SCc2nnc(-c3ccc(OC)c(OC)c3)o2)nnc1-c1ccncc1 | -0.1 | -1 | 36 | -5 | -10 | 0.6 | 1.1 | -13 | 1 | -4
Cc1ccccc1-c1nnc(-c2cccs2)o1 | 2.9 | 0 | 8 | 24 | -5 | 0.9 | 0.8 | -73 | 1 | -2
CN(C)S(=O)(=O)c1ccc(N2CCCC2)c(C(=O)Nc2nc(-c3cc(F)ccc3F)cs2)c1 | 9.2* | 84* | 11 | 4 | -4 | 0.9 | 1 | -7 | 1 | -1
Cc1ccc(SCC(=O)Nc2cc([N+](=O)[O-])ccc2O)cc1 | 5.9 | -8 | 4 | 2 | 8 | 1 | 1 | -6 | 0.9 | 9
COc1ccccc1OCC(=O)N/N=C1/C=C(C)CC1 | 1.6 | 2 | -23 | 1 | -5 | 1.2 | 1 | 7 | 1 | 4
O=[N+]([O-])c1cc(S(=O)(=O)N2CCCCC2)ccc1NCc1cccc(Cl)c1 | 4.2 | 10 | 6 | -16 | 20 | 0.9 | 1.2 | -14 | 0.9 | 6
CN1C(=O)CC(N2CCN(c3ccc(Cl)cc3)CC2)C1=O (stereo not given) | 2.3 | 42 | -7 | -2 | -24 | 1.1 | 1 | 16 | 1 | -5
OCC1(Cc2ccc(Cl)cc2)CCN(CC2CC=CCC2)CC1 (stereo not given) | 0.5 | 87* | -9 | -9 | -10 | 1.1 | 1.1 | -8 | 1.1 | -8
Nc1ccc(Sc2cc(Cl)nc(N)n2)cc1 | 4.7 | 1 | 6 | 1 | -3 | 0.9 | 1 | 10 | 1 | -2
CCOC(=O)CSc1nc2ccc(C)cc2[nH]1 | 0.5 | -5 | 13 | 3 | -9 | 0.9 | 1 | -9 | 1 | -1
O=C(COC(=O)/C=C/c1ccco1)NCCc1ccccc1 | 0.8 | -6 | -18 | -3 | -5 | 1.2 | 1 | 12 | 1 | -2
CCCOc1ccc(C(=O)NCC(c2cccs2)N(C)C)cc1OC (stereo not given) | 0.4 | 1 | 8 | 1 | 17 | 0.9 | 1 | 17 | 1 | -1
CC(C)(C)SCCNC(=O)COc1ccc(Cl)cc1 | -0.9 | 0 | 7 | -9 | -10 | 0.9 | 1.1 | -18 | 1 | -2
O=C(c1ccco1)N1CCC(c2nc(-c3ccc(F)cc3)no2)CC1 | 2.6 | -2 | -4 | 1 | -5 | 1 | 1 | 9 | 1 | -3
Nc1nonc1-c1noc(CCCOc2ccc(Cl)cc2Cl)n1 | 4.2 | -9 | 16 | -10 | -7 | 0.8 | 1.1 | -2 | 1.1 | -7
More results.
SMILES | RAM inhibit | Lmaj promast | bIAP inh | FLuc inhib CS | TNAP inh no acc | bIAP activator | FLuc stim CS | APP transl inh | TNAP act hiacc | TNAP inh hi DEA
CC(=O)OC(C(=O)NC1CCCCC1)c1cccc(C)c1 (stereo not given) | 2.5 | 20 | 8 | -6 | -5 | 0.9 | 1.1 | 1 | 1 | 0
C/C(=N/OCO/N=C(\C)c1ccccc1F)c1ccccc1F | 3.2 | 43 | 2 | -6 | -9 | 1 | 1.1 | -17 | 1.1 | -6
Cc1cc(SCC(=O)N2CCC(c3noc4ccc(F)cc34)CC2)nc2ccccc12 | 0.8 | 0 | 5 | -4 | -5 | 0.9 | 1 | -3 | 1 | -4
COC(=O)c1cc2c(ccn2-c2ccc(F)cc2)n1Cc1ccc(C#N)cc1 | 6.4 | 47 | 10 | 0 | -16 | 0.9 | 1 | -6 | 1 | -4
Cc1cc(C)n2ncc(C(=O)NCc3ccc(Cl)cc3)c2n1 | 1.2 | 4 | -4 | 36 | -4 | 1 | 0.6 | -4 | 1 | -2
